Compound activity: PubChem, NCI
All columns: NCI-60 one-dose screen, growth in % after 48 h at 10 µM unless noted; 100 = growth as untreated, 0 = no growth, -100 = all killed.
786-0: 786-0 renal cancer cells; 81,000 tested, 5.1% active; AID 1794775
RXF 393: RXF 393 renal cancer cells; 77,000 tested, 6.9% active
UO-31: UO-31 renal cancer | 81,000 tested, 5.2% active | AID 1794768
NCI-H522: NCI-H522 lung cancer. 78,000 tested, 8% active
NCI-H322M: NCI-H322M lung cancer; AID 1794733; 80,000 tested, 2.7% active
CAKI-1: CAKI-1 renal cancer; 75,000 tested, 4.7% active; AID 1794772
TK-10: TK-10 renal cancer cells; 81,000 tested, 3.9% active; AID 1794769
ACHN: ACHN renal cancer | 81,000 tested, 4.9% active | AID 1794771
NCI-H460: NCI-H460 lung cancer | 82,000 tested, 6.8% active | AID 1794736
* = called active by the depositor; nt = not tested or not shown. The calls were made as follows: active = growth percent below 10; inactive = the rest.

SMILES	786-0	RXF 393	UO-31	NCI-H522	NCI-H322M	CAKI-1	TK-10	ACHN	NCI-H460
OCCc1ccc2ccccc2n1	107	111	81	107	91	92	110	106	107
Cc1ccc(/C=C/C(=O)c2ccc(Nc3nc(NCCO)nc(N4CCOCC4)n3)cc2)cc1	98	105	82	92	99	90	118	80	93
COc1ccccc1N=Nc1c(S(=O)(=O)O)cc2cc(S(=O)(=O)O)cc(N=Cc3ccc(N(C)C)cc3)c2c1O	103	98	85	90	104	nt	127	99	nt
c1ccc(C2CCCCC2)c(OCCCCCN2CCNCC2)c1	60	36	67	61	73	66	83	53	4.6*
O=C1C2C(c3ccccc3)=C(c3ccccc3)C1[C@@]1(c3ccccc3)C(c3ccccc3)=CC(=O)[C@@H]21 (stereo partly drawn)	68	91	66	72	103	68	87	71	55
Brc1ccc(/C=N/Nc2nc3ccccc3s2)cc1	103	122	72	97	95	86	141	107	103
COc1ccc(/C=C/C(=O)c2c(C)nc3ccccc3c2/C=C/c2ccc(C)cc2)cc1	94	84	61	63	98	64	135	87	74
O=C1c2cc3c(cc2-c2c1c1cc(Cl)c(Cl)cc1c(=O)n2C[C@H](O)CO)OCO3	-44*	-69*	-61*	-29*	-16*	-0.7*	-28*	-47*	-0.4*
O=c1cc(-c2nc3cc(Cl)c(F)cc3s2)c2ccc(Cl)cc2o1	96	nt	86	100	94	93	nt	96	102
O=C(/C=C/c1cccc(O)c1)c1cccc(-n2cc(-c3ccc(Cl)cc3)[nH]c2=O)c1	-75*	-61*	-78*	-49*	0.0*	-54*	0.4*	-81*	-4.6*
CCOC(=O)C(=O)Cc1nc2ccccc2s1	105	81	70	82	106	nt	133	98	98
Cc1cc(OCCCC(=O)O)ccc1Cl	109	98	97	92	106	82	95	98	99

5 records picked at random from the list so far:
SMILES	786-0	RXF 393	UO-31	NCI-H522	NCI-H322M	CAKI-1	TK-10	ACHN	NCI-H460
CCOC(=O)C(=O)Cc1nc2ccccc2s1	105	81	70	82	106	nt	133	98	98
COc1ccc(/C=C/C(=O)c2c(C)nc3ccccc3c2/C=C/c2ccc(C)cc2)cc1	94	84	61	63	98	64	135	87	74
O=C1C2C(c3ccccc3)=C(c3ccccc3)C1[C@@]1(c3ccccc3)C(c3ccccc3)=CC(=O)[C@@H]21 (stereo partly drawn)	68	91	66	72	103	68	87	71	55
Cc1ccc(/C=C/C(=O)c2ccc(Nc3nc(NCCO)nc(N4CCOCC4)n3)cc2)cc1	98	105	82	92	99	90	118	80	93
O=C1c2cc3c(cc2-c2c1c1cc(Cl)c(Cl)cc1c(=O)n2C[C@H](O)CO)OCO3	-44*	-69*	-61*	-29*	-16*	-0.7*	-28*	-47*	-0.4*

The listing picks up, repeating the 2 entries before the break.
SMILES	786-0	RXF 393	UO-31	NCI-H522	NCI-H322M	CAKI-1	TK-10	ACHN	NCI-H460
CCOC(=O)C(=O)Cc1nc2ccccc2s1	105	81	70	82	106	nt	133	98	98
Cc1cc(OCCCC(=O)O)ccc1Cl	109	98	97	92	106	82	95	98	99
CCN(CC)CCN1C(=O)c2c(c(C)c3c(oc4cc(O)ccc43)c2C)C1=O	-81*	79	69	-37*	89	-93*	-92*	49	-69*
CCOC(=O)c1ccc(NC(=S)NC(=O)c2ccc(NC(=O)c3ccc(C)cc3)cc2)cc1	101	106	55	79	89	71	101	86	102
CCOC(CN1CCCCC1)OCC	109	98	88	86	105	104	111	99	109
Clc1nc(Oc2ccccc2)nc(-c2cn(-c3ccccc3)c3ccccc23)n1	101	43	17	111	94	13	114	69	97
O=C(OCc1nc2nc(Cl)nc(N3CCOCC3)c2[nH]1)N1CCCCC1	89	nt	80	92	90	93	103	102	114
CC(=O)Oc1ccc(OC(C)=O)c2c1CC1(C)OC1(C)C2 (stereo not drawn)	105	108	123	89	109	108	114	109	108
O=C(/C=C/c1cccc(O)c1)c1cccc(-n2cc(-c3ccc4ccccc4c3)[nH]c2=O)c1	-88*	30	35	76	4.6*	-1.6*	-5.3*	-41*	-9.2*
COc1ccc(Cn2cc(Cn3c(=O)c(-c4nc5ccccc5[nH]4)cc4ccccc43)nn2)c(OC)c1OC	-50*	-28*	18	-1.1*	18	22	34	35	1.9*
COc1cc2c(cc1OC)C[N+](C)(C)CC2	98	105	89	76	102	97	91	112	108
Cc1ccc2c(c1)N=C(Nc1ccccc1)N=S2(C)=O (stereo not drawn)	94	100	98	102	87	108	106	90	92
O=C(Nc1cc(-c2ccccc2)[nH]n1)c1ccccc1	84	77	61	89	52	32	66	57	61
Cc1cc(C#Cc2ccccc2)ccc1-n1c(/C=C/c2cc(O)ccc2O)nc2ccccc2c1=O	17	-28*	-28*	-75*	-20*	-5.9*	30	8.8*	-48*
O=C(O)c1cccc(-n2ncc(Cl)c(Cl)c2=O)c1	109	118	107	36	117	99	154	106	101
C=C(c1ccc(OC)c(/C=C/C(=O)c2cc(OC)c(OC)c(OC)c2)c1)c1cc(OC)c(OC)c(OC)c1	-64*	-68*	-86*	-19*	18	25	24	-80*	-31*
CCCCCCOCCOCCCN1C(=O)C2C3C=CC(C3)C2(Cl)C1=O (stereo not drawn)	101	99	85	83	100	94	nt	107	106
COC(=O)c1cc(-c2no[n+]([O-])c2C)no1	101	108	87	89	99	90	102	106	105
O=C(c1cccnc1)C1Cc2ccccc2C1=O (stereo not drawn)	100	104	80	92	97	81	184	88	100
CCN(CC)c1ccc(/C=N/N=C(N)N)cc1	72	68	51	27	88	45	63	44	23
CCOC(=O)Oc1ccc(-c2noc(=O)[nH]2)cc1	97	110	92	101	98	104	95	108	102
O=C(COc1ccc(/C=C2\Oc3ccc4ccccc4c3C2=O)cc1)c1ccc([N+](=O)[O-])cc1	103	nt	2.3*	49	100	101	117	107	104
COc1ccc(-c2ccn(S(=O)(=O)c3ccc(C)cc3)n2)cc1	83	86	76	nt	97	69	nt	92	81
COc1ccc(Cn2cc3c(c2)-c2oncc2CC3)cc1OC	22	9.1*	44	21	23	22	65	44	1.1*
CCN1CCN(CC(=O)Nc2nc3ccc([N+](=O)[O-])cc3s2)CC1	100	109	88	105	104	96	100	103	109
CCOC(=O)c1c(C)nc2c(c1N)CC(=O)N2Cc1cc(F)cc(Cl)c1	88	92	85	67	107	76	92	88	98
N#Cc1c(-c2cccc(F)c2)cc(-c2ccncc2)[nH]c1=O	97	111	86	98	99	96	105	97	102
CC1=CSC2=NC(c3ccc(Cl)cc3)=CC(c3ccc(C)cc3Br)N12 (stereo not drawn)	101	112	97	84	109	85	89	100	104
O=C1C(=O)c2ccccc2C(O)=C1CCCc1ccc(C2CCCCC2)cc1	31	67	76	55	81	20	52	37	7.1*
NC(=O)/C=C/C(=O)c1c(Cl)cccc1Cl	-99*	-42*	-86*	-59*	19	-87*	-84*	-76*	-34*
CC/C(=C(\c1ccc(OCCN2CCCCCC2)cc1)c1ccc(OC(=O)Cc2ccccc2)cc1)c1ccccc1	97	97	82	91	90	94	98	101	107
CNC(=O)c1cc(Oc2ccc3c(c2)sc2nc(-c4ccc(NC(=O)[C@@H](NC(=O)OC)C(C)C)cc4)cn23)ccn1	87	85	53	44	107	77	85	83	88
Cn1c(=O)n(C)c2cc(CNCCNc3ccnc4cc(Cl)ccc34)ccc21	1.5*	52	37	95	95	66	62	4.2*	2.0*
CC1(C)CC[C@]2(C(=O)N3CCOCC3)CC[C@]3(C)C(=CC[C@@H]4[C@@]5(C)Cc6c([nH]c7ccccc67)C(C)(C)[C@@H]5CC[C@]43C)[C@@H]2C1	89	97	79	95	94	66	96	91	95
O=C1C2=C(C(=O)c3c(O)ccc(O)c31)N(c1cccnc1)Cc1ccccc1O2	-87*	-79*	-83*	-78*	24	-96*	-99*	-85*	7.5*
Cc1ccc(S(=O)(=O)NCCC(O)CC(C)c2ccc3ccccc3c2)cc1 (stereo not drawn)	96	128	83	90	101	88	110	104	86
CC1=C(C(=O)Nc2ccc(F)cc2)C(c2ccc(Cl)cc2)C2=C(CC(C)(C)CC2=O)N1 (stereo not drawn)	88	96	64	82	102	73	113	94	96
O=C(Nc1cccc(C2=NCCN2)c1)c1ccc(N=Nc2ccc(C(=O)Nc3cccc(C4=NCCN4)c3)cc2)cc1	69	105	73	36	65	91	40	52	42

Compounds above that have a COOH group (2):
SMILES	786-0	RXF 393	UO-31	NCI-H522	NCI-H322M	CAKI-1	TK-10	ACHN	NCI-H460
Cc1cc(OCCCC(=O)O)ccc1Cl	109	98	97	92	106	82	95	98	99
O=C(O)c1cccc(-n2ncc(Cl)c(Cl)c2=O)c1	109	118	107	36	117	99	154	106	101

Further records
SMILES	786-0	RXF 393	UO-31	NCI-H522	NCI-H322M	CAKI-1	TK-10	ACHN	NCI-H460
O=C(/C=C/c1c(-c2ccc(Cl)cc2)nn(-c2ccccc2)c1C(F)(F)F)c1ccc(Cl)cc1	96	88	74	79	93	90	118	91	82
C=CCn1c(SCC(=O)c2ccc(Cl)cc2)nnc1-c1ccc(OC)cc1	98	100	84	85	97	84	106	94	100
O=C(/C=C/c1ccc(Cl)cc1)c1ccc(Nc2ccnc3cc(Cl)ccc23)cc1	63	-41*	65	88	90	76	111	109	133
CC/C(=C(/c1ccc(Cl)cc1)c1ccc(OCCN2CCCCC2)cc1)c1ccc(Cl)cc1	77	97	59	65	93	74	91	91	80
COC(=O)C(CCC(=O)CN1C(=O)c2ccccc2C1=O)N1C(=O)c2ccccc2C1=O (stereo not drawn)	111	109	71	97	105	96	112	96	118
O=C1CSC(c2ccccc2[N+](=O)[O-])N1c1nnc(Cn2cnnc2)o1 (stereo not drawn)	103	nt	76	112	101	81	122	95	110
O=C1/C(=C/c2cccs2)SC(=S)N1c1ccc(O)cc1	97	115	91	88	93	82	88	96	101
Cc1ccc(C(=O)C2OC3=C(C(=O)CC(C)(C)C3)C2c2cccc(Oc3ccccc3)c2)cc1 (stereo not drawn)	56	56	45	57	99	61	77	71	82
Brc1cccc(/C=N/Nc2nc(N/N=C/c3cccc(Br)c3)nc(N3CCCCC3)n2)c1	96	116	80	91	104	99	128	106	102
CC1=NN(c2cccc(Cl)c2)C(=O)/C1=C\c1cccn1S(=O)(=O)c1ccc(C)cc1	91	89	67	66	83	78	106	75	73
COc1cccc(/C=N/N2CCCCCC2)c1OC	106	104	nt	112	nt	70	103	102	103
O=S(=O)(Nc1cc(Sc2cccc3cccnc23)c(O)c2ccccc12)c1ccc(F)cc1	2.2*	-5.1*	-11*	-49*	32	12	17	0.4*	4.8*
Clc1ccc(C2=NCCN2)cc1	102	113	90	77	97	110	104	109	109
CCC1(CC)Oc2c(OC(C)=O)cccc2C(C)=C1c1ccc(OC)cc1	89	83	77	66	103	77	107	95	111
CCOC(=O)c1sc(/N=C2\C(=O)Nc3ccc(OC)cc32)nc1C	102	108	72	81	97	nt	109	106	nt
C1=Cc2ccccc2CC1	110	114	71	nt	125	97	133	101	104
C=C(C)[C@@H]1CC[C@]2(C(=O)Nc3ccccn3)CC[C@]3(C)[C@H](CC[C@@H]4[C@@]5(C)CCCNC(C)(C)[C@@H]5CC[C@]43C)[C@@H]12	34	51	56	13	66	35	28	33	-40*
Cc1ccc(SCCC(=O)O)cc1	107	116	98	89	115	90	104	103	108
COc1ccc(C(=O)/C=C/c2cccc([N+](=O)[O-])c2)cc1S(N)(=O)=O	106	107	79	104	90	101	119	117	110
CCN1CCN(C(=O)NC(C(=O)NC2C(=O)N3C(C(=O)O)=C(CSc4nnnn4C)CSC23)c2ccc(O)cc2)C(=O)C1=O (stereo not drawn)	99	nt	72	92	97	85	104	97	118
O=c1c2ccccc2nc(CN2CCCC2)n1/N=C/c1ccccc1	104	125	93	88	96	99	103	101	109
CCCC(=O)C[n+]1ccccc1	107	111	82	96	103	110	88	108	109
O=C(/C=C/c1cn(-c2ccccc2)nc1-c1ccc(Br)cc1)c1cc2ccccc2oc1=O	102	100	72	96	96	77	124	96	101
CC(=O)Oc1cc(C)c(Cl)c2c(OC(C)=O)cc(C(C)=O)c(O)c12	109	125	78	109	99	98	118	93	102
CC(C)CCNC(=O)/C=C/Cn1ccc2ccccc2c1=O	102	106	96	87	106	106	107	115	103
Cc1c(N(C)CS(=O)(=O)O)c(=O)n(-c2ccccc2)n1C	91	115	80	90	97	99	108	101	121
COC(=O)C(N)CS (stereo not drawn)	99	123	94	100	108	96	102	100	110
Cc1c(C(=O)/C=C/Nc2ccc(S(N)(=O)=O)cc2)sc2nc3ccccc3n12	88	105	84	78	72	74	92	81	41
CCCC(C)NCCNc1cc(OC)cc2cccnc12 (stereo not drawn)	112	138	89	91	110	108	115	99	107
Cc1c2cnccc2c(C)c2c1c1cc(C(=O)O)ccc1n2C	22	-72*	-37*	-48*	-1.5*	-6.6*	-7.6*	-15*	1.6*
CC1NC(=O)C(C)NC1=O (stereo not drawn)	105	102	77	98	109	88	121	112	98
CCN(CC)CCOC(=O)Nc1cc(C)c(NC(=O)OCCN(CC)CC)c(C)c1	98	105	82	76	99	100	93	108	101
Oc1ccc(CSc2nnc(-c3ccc(Br)cc3)n2-c2ccccc2)c2cccnc12	43	72	8.2*	29	52	37	37	27	7.6*
Nc1cc2c(cc1N)-c1cc(N)c(N)cc1C2	100	107	54	88	102	94	110	96	105
O=C(Cc1ccc(NS(=O)(=O)c2ccccc2)cc1)N1CCN(c2ccc(Cl)c(Cl)c2)CC1	90	72	71	78	89	78	87	89	84
CCn1c(Cc2ccccc2Nc2c(Cl)cccc2Cl)nnc1SCC(=O)NN1C(=O)/C(=C/c2ccc(OC)cc2)SC1=S	98	107	93	83	96	98	99	100	99
COc1ccc(/C=C2\C(=O)Nc3ccc(Cl)cc32)cc1OCc1ccccn1	-19*	2.0*	5.9*	81	56	24	64	12	26
N#CNc1nc2ccccc2[nH]1	110	127	80	101	112	103	124	95	90
